Screening data (PubChem BioAssay)
SKN-1 block: inhibitors of C. elegans SKN-1. actives 0.49% (n = 360,000). C. elegans VP596 Pgst-4::GFP/RFP ratio, acrylamide-induced, 24 h. inhibition, % at 21.8 µM;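 active means interference check ratio from 0.5 to 1.5 plus GFP to RFP signal ratio inhibition reaching or exceeding a fixed threshold, cut at about 30% in these data, passing the limit was not always enough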; further: some compounds called inactive have numbers as strong as hits
E coli Lon inh: inhibits E. coli Lon protease | P0A9M0 | purified E. coli Lon protease, fluorescence polarization | inhibition, % at 7.94 µM | actives 0.42% (n = 360,000) | AID 602123; in the data active means inhibition above about 13%, passing the limit was not always enough;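 further: 0% = enzyme with probe and DMSO and 100% = no enzyme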
CendR NRP1 mod: NRP-1/CendR interaction modulation | inhibition, % at 25 µM | O14786 | actives 0.85% (n = 360,000) | FAM-RPARPAR peptide binding to NRP-1, fluorescence polarization;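 active means inhibition or corrected inhibition above about 18%, plus a signal ratio from 0.5 to 1.5, limit read from the data, passing the limit was not always enough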; further: strong numbers were not always called active
MLLE-PAM2 inh: inhibitors of microRNA-mediated deadenylation, human PABP1 MLLE binding; GST-MLLE / FITC-PAM2 fluorescence polarization; AID 588489; P11940; inhibition, % at 20 µM; actives 0.36% (n = 360,000); in the data active means inhibition above about 35%, passing the limit was not always enough;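 further: plate controls were DMSO wells with GST-MLLE for no effect and wells lacking GST-MLLE protein for full effect; some results filed as inactive read as strong as hits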
Target sequence (P11940 whole entry, looked up): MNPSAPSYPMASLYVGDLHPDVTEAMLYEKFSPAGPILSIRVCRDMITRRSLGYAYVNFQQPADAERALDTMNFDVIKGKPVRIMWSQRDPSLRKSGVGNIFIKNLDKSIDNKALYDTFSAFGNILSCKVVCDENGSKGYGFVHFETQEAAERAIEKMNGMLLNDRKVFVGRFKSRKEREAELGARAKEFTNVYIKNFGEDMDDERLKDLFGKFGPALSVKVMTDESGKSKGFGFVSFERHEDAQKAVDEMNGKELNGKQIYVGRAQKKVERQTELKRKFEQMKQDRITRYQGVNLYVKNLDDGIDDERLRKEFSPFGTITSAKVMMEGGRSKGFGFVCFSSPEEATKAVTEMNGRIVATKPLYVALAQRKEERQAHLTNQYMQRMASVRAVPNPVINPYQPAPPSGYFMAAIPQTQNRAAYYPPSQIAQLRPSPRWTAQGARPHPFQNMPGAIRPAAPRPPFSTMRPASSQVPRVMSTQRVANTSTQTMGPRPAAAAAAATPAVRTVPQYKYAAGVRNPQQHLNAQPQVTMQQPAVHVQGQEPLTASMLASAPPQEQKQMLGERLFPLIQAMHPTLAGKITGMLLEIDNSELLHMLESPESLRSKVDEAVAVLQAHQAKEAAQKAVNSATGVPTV
Rin1-Abl PPI inh: human Rin1-Abl interaction inhibition. TR-FRET Rin1/Abl binding, biochemical. inhibition, % at 7.35 µM. actives 0.4% (n = 360,000); in the data active means inhibition above about 5%, passing the limit was not always enough
bovine MsrA act: bovine methionine sulfoxide reductase A activation; purified bovine MsrA, absorbance read-out; activation, % at 10.6 µM; actives 0.3% (n = 360,000); in the data active means activation above about 7.5%;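 further: 0% = vehicle and 100% = reference activator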
MT1-MMP act inh: blocks activation of human MT1-MMP. GFP/RFP ratio change, % at 20 µM. HT1080 RFP-PRO-GFP cells, GFP/RFP ratio fluorescence, overnight; percent of plate control window, DMSO zero. actives 0.061% (n = 360,000). P50281;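 active means GFP/RFP ratio change of at least 30% with cell ATP level not reduced by more than half and red fluorescence within 50% of control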; further: strong numbers were not always called active
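Test system: HT1080 cells expressing an RFP-PRO-GFP fluorescent reporter construct / Compound dosing: single-point 20 µM compound, 1% DMSO / Schedule: cells overnight before dosing, compound overnight, 37 °C, 5% CO2 / Evaluation: GFP/RFP fluorescence ratio / Control set: DMSO and RFP-L50D-GFP cell wells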
Neddylation inh: blocks human cullin neddylation. P61081+Q13564. TR-FRET cullin neddylation, biochemical. calls only at 25 µM. actives 0.58% (n = 360,000). AID 651699; in the data active means inhibition above about 36%
FAS TE block: inhibitors of human fatty acid synthase thioesterase domain. inhibition, % at 15 µM. AID 602261. recombinant FAS-TE, OMFH fluorogenic substrate, fluorescence endpoint. actives 0.67% (n = 360,000). P49327;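 active means compounds whose normalised, plate-corrected inhibition of enzyme fluorescence in the single-dose primary screen is 50% or more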;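 further: 0% = DMSO with enzyme and 100% = substrate without enzyme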
* = called active by the depositor; i = inactive; . = no result given.

SMILES	SKN-1 block	E coli Lon inh	CendR NRP1 mod	MLLE-PAM2 inh	Rin1-Abl PPI inh	bovine MsrA act	MT1-MMP act inh	Neddylation inh	FAS TE block
CN(C)CCN1C(=O)C(O)=C(C(=O)c2cc3ccccc3o2)C1c1cccc(Br)c1 (centres undefined)	0	2	-15	5	-9	0	-2	i	-6
Cc1cc(C)c(C)c(S(=O)(=O)NCC(=O)Nc2ccc(F)cc2)c1C	11	-7	0	11	0	-2	-4	i	3
Cc1onc(-c2ccccc2)c1C(=O)NNC(=S)NC(=O)/C=C/c1cccs1	1	-4	18	3	-4	-3	6	i	0
O=C(NCc1ccc(F)cc1)c1cc(C2CCCCN2S(=O)(=O)c2ccccc2)on1 (centres undefined)	-6	2	-2	9	4	0	1	i	6
CCOCCc1nnc(NC(=O)C2CCN(C(=O)c3ccco3)CC2)s1	4	-7	16	1	5	-2	1	i	-5
CCCCC(=O)N(Cc1nc2sc(C)c(C)c2c(=O)[nH]1)C1CCCC1	1	-5	2	-5	4	-4	3	i	2
C/C(=N/NS(=O)(=O)c1cccc([N+](=O)[O-])c1)c1ccc2c(c1)OCO2	-13	5	9	8	-2	-9	-2	i	-2
CCN(C(=O)CSc1nc2ccc(OC)cc2[nH]1)C1CCS(=O)(=O)C1 (centres undefined)	27	-7	2	-37	1	-3	-1	i	-6
COC(=O)[C@]12CCCCC=C1N(Cc1ccc3c(c1)OCO3)C(=O)[C@H](CC(=O)N1CCC(c3ccccc3)CC1)C2	7	.	9	.	.	.	12	i	.
O=C(c1cc(Br)ccc1OC(F)F)N1CCN2CCCC2C1 (centres undefined)	-6	-1	1	8	0	-3	-4	i	-5
COc1ccc(N=CC2CCCCC2=O)c([N+](=O)[O-])c1 (centres undefined)	11	-1	10	-23	-9	1	13	i	3
O=C(N/C(C(=O)N1CCOCC1)=C(\Sc1ncccn1)c1ccccc1)c1ccccc1	-13	-20	-2	37	-1	-5	0	i	-6
COc1cc2[nH]cc(C(=O)NCCc3ccccc3)c(=O)c2cc1OC	-2	-15	-11	7	4	-5	4	i	3
COc1ccc(-c2nc3c4ccccc4ccn3c2CN2CCCCC2)cc1	2	-2	6	-4	1	5	-6	i	15
COc1ccc(N(CC(=O)NCc2ccc(C)cc2)S(=O)(=O)c2ccccc2[N+](=O)[O-])c(OC)c1	7	5	14	-1	1	-4	0	i	18
O=C(c1cc(COc2ccc3ncccc3c2)on1)N1CCCC1	-7	-2	0	4	-4	-9	3	i	-3
O=C(NCc1ccccc1)c1cccc(COc2cccc(Cl)c2)c1	15	-7	-7	3	2	2	-3	i	22
O=C1CC(c2cccs2)Cc2nc(NCC3CCCO3)ncc21 (centres undefined)	-3	-9	0	-3	4	-3	1	i	-12
O=C(OCc1csc(-c2ccccc2)n1)c1ccc(O)cc1	9	17	1	3	-2	-5	1	i	3
CC1(C(=O)NCc2ccc3c(c2)OCO3)CCN1C(=O)Cc1cccs1 (centres undefined)	-4	-7	3	-6	-3	-1	-4	i	-4

Sorted by molecular weight (smallest number first): part of the list above.
SMILES	SKN-1 block	E coli Lon inh	CendR NRP1 mod	MLLE-PAM2 inh	Rin1-Abl PPI inh	bovine MsrA act	MT1-MMP act inh	Neddylation inh	FAS TE block
COc1ccc(-c2nc3c4ccccc4ccn3c2CN2CCCCC2)cc1	2	-2	6	-4	1	5	-6	i	15
CN(C)CCN1C(=O)C(O)=C(C(=O)c2cc3ccccc3o2)C1c1cccc(Br)c1 (centres undefined)	0	2	-15	5	-9	0	-2	i	-6
COC(=O)[C@]12CCCCC=C1N(Cc1ccc3c(c1)OCO3)C(=O)[C@H](CC(=O)N1CCC(c3ccccc3)CC1)C2	7	.	9	.	.	.	12	i	.

Ordered by value in E coli Lon inh (lowest first): four from the list above.
molecule,E coli Lon inh
COc1cc2[nH]cc(C(=O)NCCc3ccccc3)c(=O)c2cc1OC,-15
O=C1CC(c2cccs2)Cc2nc(NCC3CCCO3)ncc21 (centres undefined),-9
O=C(NCc1ccccc1)c1cccc(COc2cccc(Cl)c2)c1,-7
COc1ccc(N(CC(=O)NCc2ccc(C)cc2)S(=O)(=O)c2ccccc2[N+](=O)[O-])c(OC)c1,5

Later entries.
SMILES	SKN-1 block	E coli Lon inh	CendR NRP1 mod	MLLE-PAM2 inh	Rin1-Abl PPI inh	bovine MsrA act	MT1-MMP act inh	Neddylation inh	FAS TE block
CCn1ccc(C(=O)NC2C(=O)N3C(C(=O)O)=C(C)CSC23)n1 (centres undefined)	0	-6	8	27	-3	-1	1	i	-4
Cc1ccc(S(C)(=O)=O)cc1S(=O)(=O)Nc1ccccc1	5	-7	3	-8	1	-2	0	i	-7
CC1CN(C(=O)COC(=O)c2cc(Cl)ccc2Cl)CC(C)O1 (centres undefined)	-2	4	0	-2	3	-10	-1	i	-2
CN(C)CCCn1c(SCC(=O)Nc2nccs2)nnc1-c1ccncc1	-14	-4	10	-4	4	-6	-1	i	-3
Cc1nc2cc(C(F)(F)F)ccc2n1C	-19	-5	13	-12	0	-3	0	i	-4
O=C1/C(=C/c2ccccn2)SC(=S)N1Nc1ncc(C(F)(F)F)cc1Cl	12	-12	4	4	1	5	3	i	-6
COc1ccccc1NS(=O)(=O)c1cccc(C(=O)NN=C2CCCCCC2)c1	-1	-9	-9	9	1	-4	-2	i	-11
COc1ccc(NC(=S)NNC(=O)COc2ccc(Cl)cc2Cl)cc1	6	-2	-6	5	0	-1	6	i	3
COc1cccc(NC(=O)N(Cc2ccco2)C(C)c2cccs2)c1 (centres undefined)	5	6	6	11	3	-5	0	i	17
Cc1ccccc1N(CC(=O)N/N=C/c1ccccc1Cl)C(=O)c1ccccc1	9	-3	6	-7	-1	-7	1	i	-5
O=C(CSc1nc2ccccc2c(=O)[nH]1)Nc1ccc(N2CCOCC2)cc1	-2	-9	-1	2	1	2	3	i	-5
CC1CC(=O)N(c2ccc(NCCc3ccccc3)c([N+](=O)[O-])c2)C1=O (centres undefined)	8	-6	-14	22	-8	-5	8	i	-157
CNc1nc(-c2ccccc2)nc(-c2ccc(OC)cc2)c1C#N	11	3	-2	3	2	-2	-1	i	-2
Cc1cccc(C)c1NC(=O)C(c1ccnc2ccccc12)n1c(=O)c(-c2ccco2)nc2ccccc21 (centres undefined)	11	.	-68	.	.	.	-6	i	.
O=C(NCC(F)(F)F)c1ccc(S(=O)(=O)N2CCN(C(=O)C3CCCO3)CC2)cc1 (centres undefined)	-9	-7	0	10	1	-2	8	i	-6
N#Cc1c(-c2cccc(Br)c2)cc(-c2ccco2)[nH]c1=O	2	-18	-120	-3	0	-6	-43	.	-8
CC(C)CC(=O)Nc1ccc(-c2nc3ccccc3c(=O)[nH]2)cc1	5	3	-32	13	-1	-3	3	i	-2
C[C@@H]1CN([C@H](C)CO)C(=O)CCCn2nncc2CO[C@@H]1CN(C)S(=O)(=O)c1cccs1	-14	-2	1	-4	-3	-7	-2	i	-12
C[C@H](NC(=O)Cc1cccc2ccccc12)C(=O)NCc1ccccc1	16	3	2	3	-3	-1	-3	i	0
Nc1nc2n(n1)C(c1cccs1)CC(c1ccc(Br)cc1)N2 (centres undefined)	-5	2	-1	5	1	1	2	i	1
O=C(NCc1nnc(SCC(=O)N2CCOCC2)o1)c1c(F)cccc1Cl	-3	2	0	4	-2	-3	3	i	2
Cc1onc(-c2ccccc2)c1C(=O)Nc1ccnn1C1CCCCC1	10	5	7	-5	1	-5	-7	i	-6
O=C(NC1CC1)c1cc2c(F)cccc2s1	2	-9	2	-3	0	-10	2	i	-7
CCN(CC(=O)Nc1cccc(C(C)=O)c1)S(=O)(=O)c1ccc(OC)cc1	-6	-20	-8	-4	0	-3	-2	i	-2
O=C(NCCc1ccccc1)NC(Cc1ccccc1)C(=O)O (centres undefined)	-5	2	1	-5	3	-2	-5	i	-3
CC(C)C(NC(=O)c1ccc(F)cc1)C(=O)NC1(C)CCS(=O)(=O)C1 (centres undefined)	2	2	-2	3	0	-3	-2	i	-3
O=C(COC(=O)CCC(=O)c1cccs1)NCc1ccc(Cl)cc1	1	-4	0	-10	2	-9	3	i	6
O=C(NCc1ccccc1CN1CCCC1)c1ccc(S(=O)(=O)Nc2ccccc2F)cc1	4	-10	-4	-15	1	-10	-1	i	-6
O=CN1CCN(C(=O)c2cc3cc(Cl)ccc3[nH]2)CC1	11	3	-2	12	0	-1	0	i	-6
Nc1ccc2c(c1)Cc1cc(N)c(Cl)cc1-2	-9	0	0	-14	-3	-9	0	i	-2
COc1cccc2cc(C(=O)Nc3cccc(C)n3)c(=O)oc12	-35	-11	6	-2	-4	-6	3	i	-6
CCC(C)[C@H](N)c1cn([C@@H](Cc2cc3ccccc3[nH]2)C(=O)N2CCNCC2)nn1 (some centres undefined)	5	0	-10	-4	-2	0	3	i	-10
CN(C)C(=O)c1cc2c(c(-c3cccc(-c4ccccc4F)c3)n1)[C@@H](CCO)N(S(C)(=O)=O)C2	5	1	0	.	.	-2	3	i	-16
CN(CC(=O)NCc1ccco1)S(=O)(=O)c1cccc2cccnc12	2	0	3	1	-3	-2	1	i	-1
C#CCOCCOCCOCCNc1nc(N2CCN(C(=O)[C@H]([C@@H](C)O)n3cc(CCCCN)nn3)CC2)nc(N2CCN(C(=O)[C@H]([C@@H](C)CC)n3cc(CCCCN)nn3)CC2)n1	-4	-7	2	1	-3	1	5	i	-10
CCCCn1c2c(cc(C(=O)OC)c1=O)C(=O)CCC2	7	-12	0	8	-1	-3	-2	i	-5
COc1ccc2cc(CN(Cc3cccnc3)S(=O)(=O)c3ccccc3)c(=O)[nH]c2c1	-2	-12	12	-7	0	2	-2	i	0
C[C@@H]1CN([C@H](C)CO)C(=O)CCCn2nncc2CO[C@H]1CN(C)C(=O)C1CC1	9	2	3	2	1	-2	4	i	-8
COC(=O)[C@]1(C)N[C@H](c2ccc(-c3cccc(Cl)c3)c(OC)c2)[C@@H]2C(=O)N(C)C(=O)[C@@H]21	6	4	0	11	0	0	5	i	6
COc1cccc(-c2cnc(OC(C)(C)C)nc2OC(C)(C)C)c1	22	-6	0	-5	-2	-1	7	i	-4
COc1cc2c(cc1OC)C(c1ccccc1)N(Cc1ccc(S(=O)(=O)NC(=O)c3ccco3)cc1)CC2 (centres undefined)	-7	-5	-18	.	.	-3	-2	i	-5
CCn1c(SCC(=O)N/N=C/C=C/c2ccco2)nnc1-c1ccccc1	0	3	0	-13	-4	-11	-3	i	-8
CCOc1ccc(CN2CCNC(=O)C2CC(=O)NCc2csc(C)n2)cc1 (centres undefined)	19	7	10	8	2	-4	-4	i	0
C#CCCCc1nc2ccccc2c(=O)n1N	13	7	-1	4	-1	-4	6	i	-14
COc1ccc([N+](=O)[O-])cc1N(CC(O)CN1C(=O)NC(C)(C)C1=O)S(=O)(=O)c1ccccc1 (centres undefined)	10	2	11	1	3	-2	-2	i	14
CCOc1ccc2nc(NC(=O)C3(C)CC3(Br)Br)sc2c1 (centres undefined)	15	2	5	-4	-4	-1	-6	i	26
O=C(CCc1ccccc1)N1CCN(c2ccc(Cl)cc2)CC1	7	-9	1	12	1	-2	-7	i	7
Oc1ccc2ccccc2c1CN1CCCCC1	13	6	26*	4	0	0	3	i	-8
COc1ccc(-n2c(SCc3cn4c(C)cccc4n3)nc3ccccc3c2=O)cc1OC	1	4	-2	1	2	-1	1	i	12
CC(=NNc1nc2ccccc2o1)c1ncccn1	3	-13	0	3	-2	2	-13	i	-2
COc1ccc(CN2CCCC(C(=O)c3cccc(C(F)(F)F)c3)C2)cc1O (centres undefined)	-16	4	8	-12	0	-7	1	i	-6
NC(=O)c1ccccc1OCC(=O)Nc1ccc(Cl)c(Cl)c1	7	18	10	-5	0	-2	5	i	8
Cc1ccc(-n2nc3c(c2NC(=O)c2ccc(F)c(F)c2)CS(=O)(=O)C3)cc1	29	-5	10	-6	1	-2	-5	i	8
Fc1cccc(NC(=S)NCc2ccccc2Cl)c1	-4	-2	-2	-4	0	-1	7	i	15
